NSD2 block: inhibitors of human NSD2 methyltransferase | O96028 | NSD2-SET H3K36me1 DELFIA fluorescence, biochemical | inhibition, % at 12.5 µM | hit rate 0.07% among 44,000; in the data active = inhibition above about 54%, passing the limit was not always enough; inconclusive = no clear call, values can overlap the other calls;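 note: inhibitors reduce the monomethyl H3K36 fluorescence signal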
Target sequence (O96028 whole entry, looked up): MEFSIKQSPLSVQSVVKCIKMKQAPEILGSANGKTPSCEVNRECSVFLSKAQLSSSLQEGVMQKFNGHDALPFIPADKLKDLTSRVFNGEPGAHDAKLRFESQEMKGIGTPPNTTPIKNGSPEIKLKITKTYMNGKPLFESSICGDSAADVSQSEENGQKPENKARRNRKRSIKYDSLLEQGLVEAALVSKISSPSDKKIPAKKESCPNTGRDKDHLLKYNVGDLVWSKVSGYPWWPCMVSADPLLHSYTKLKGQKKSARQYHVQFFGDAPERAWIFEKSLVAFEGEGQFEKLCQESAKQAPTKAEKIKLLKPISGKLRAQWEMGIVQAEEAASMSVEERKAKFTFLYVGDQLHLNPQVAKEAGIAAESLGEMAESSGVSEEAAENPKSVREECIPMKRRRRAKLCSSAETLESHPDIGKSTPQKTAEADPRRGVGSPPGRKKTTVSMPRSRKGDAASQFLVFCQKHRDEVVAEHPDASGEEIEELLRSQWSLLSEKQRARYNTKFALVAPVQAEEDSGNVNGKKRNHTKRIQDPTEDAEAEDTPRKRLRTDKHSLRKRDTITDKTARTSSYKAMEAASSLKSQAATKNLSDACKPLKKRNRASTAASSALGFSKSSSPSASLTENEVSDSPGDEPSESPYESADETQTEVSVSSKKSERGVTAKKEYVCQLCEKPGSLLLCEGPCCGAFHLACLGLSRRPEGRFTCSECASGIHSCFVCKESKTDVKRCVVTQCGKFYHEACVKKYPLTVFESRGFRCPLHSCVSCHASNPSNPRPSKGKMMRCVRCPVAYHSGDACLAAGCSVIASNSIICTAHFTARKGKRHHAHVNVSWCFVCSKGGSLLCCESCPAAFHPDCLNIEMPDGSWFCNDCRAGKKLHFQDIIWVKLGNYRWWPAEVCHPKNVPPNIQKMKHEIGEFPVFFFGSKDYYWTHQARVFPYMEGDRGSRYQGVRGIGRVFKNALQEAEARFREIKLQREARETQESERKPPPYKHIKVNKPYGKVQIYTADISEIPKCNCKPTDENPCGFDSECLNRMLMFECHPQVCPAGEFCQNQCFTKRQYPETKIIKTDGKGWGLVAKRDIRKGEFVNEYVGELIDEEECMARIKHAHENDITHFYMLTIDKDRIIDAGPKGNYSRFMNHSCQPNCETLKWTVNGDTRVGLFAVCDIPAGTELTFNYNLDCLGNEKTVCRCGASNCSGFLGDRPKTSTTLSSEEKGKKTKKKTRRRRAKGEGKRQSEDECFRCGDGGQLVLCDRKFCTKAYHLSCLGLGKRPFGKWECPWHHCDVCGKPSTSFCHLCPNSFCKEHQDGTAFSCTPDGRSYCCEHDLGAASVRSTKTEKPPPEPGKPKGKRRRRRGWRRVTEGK
Numbers without * were called inactive; ? = inconclusive; & = joins results of further samples. An excerpt, so the mix of outcomes need not match the whole.

SMILES	NSD2 block
CC(=O)OCC1=C[C@H](O)[C@@H]2C(C(=O)O)=CO[C@@H](O[C@@H]3O[C@H](CO)[C@@H](O)[C@H](O)[C@H]3O)[C@H]12	5
C[C@@H]1CN([C@@H](C)CO)C(=O)c2cc(NS(=O)(=O)c3cn(C)cn3)ccc2O[C@@H](C)CCCCO[C@@H]1CN(C)S(=O)(=O)c1ccc(Cl)cc1	1
C[C@@H]1CN([C@H](C)CO)C(=O)Cc2cc(NC(=O)Cc3cn(C)c4ccccc34)ccc2O[C@H]1CN(C)Cc1ccncc1	-3
C[C@@H]1CN([C@@H](C)CO)C(=O)c2cc(-c3ccccc3)cnc2O[C@@H]1CN(C)C(=O)c1cccnc1	-3
COC(=O)CCCCCCC(=O)N/N=C/c1ccccn1	-1
C[C@H](CO)N1C[C@H](C)[C@H](CN(C)Cc2ccc(Cl)c(Cl)c2)Oc2ccc(NC(=O)Nc3ccccc3)cc2C1=O	-9
C[C@H](CO)N1C[C@H](C)[C@@H](CN(C)C)OCCCC[C@H](C)Oc2ccc(NC(=O)Nc3ccc4c(c3)OCO4)cc2C1=O	4
CC(C)NC(=O)N(C)C[C@@H]1Oc2ncc(-c3cncnc3)cc2C(=O)N([C@@H](C)CO)C[C@H]1C	7
C[C@H]1CN([C@@H](C)CO)C(=O)c2cccc(NS(=O)(=O)c3ccc(Cl)cc3)c2O[C@@H]1CN(C)C(=O)Nc1ccc2c(c1)OCO2	4
C#CCOc1ccc(/C=N/NC(=O)c2cccc(C(=O)NO)c2)cc1	-3
COc1ccc(NC(=O)Nc2cccc3c2O[C@@H](CN(C)C(=O)Nc2ccc(F)cc2)[C@H](C)CN([C@@H](C)CO)C3=O)cc1	0
C[C@H](CO)N1C[C@H](C)[C@H](CN(C)C(=O)Nc2ccc(C(F)(F)F)cc2)Oc2ccc(NC(=O)Cc3ccccc3)cc2C1=O	-2
CNC[C@H]1OCCCC[C@H](C)Oc2ccc(NS(=O)(=O)c3c(C)noc3C)cc2C(=O)N([C@H](C)CO)C[C@H]1C	3
COc1cccc(-c2ccc3c(c2)O[C@H](CN(C)C)[C@@H](C)CN([C@H](C)CO)S3(=O)=O)c1	4
CC(C)NC(=O)N(C)C[C@@H]1Oc2ccc(NS(=O)(=O)c3ccc(F)cc3)cc2C(=O)N([C@@H](C)CO)C[C@H]1C	0
C[C@H]1CN([C@@H](C)CO)C(=O)c2cc(NC(=O)NC3CCCCC3)ccc2O[C@@H]1CN(C)S(=O)(=O)c1cn(C)cn1	3
C[C@H]1CN([C@@H](C)CO)C(=O)c2cc(NC(=O)Cc3cn(C)c4ccccc34)ccc2O[C@H]1CN(C)C(=O)Nc1ccc(C(F)(F)F)cc1	-7
CCCNC(=O)C[C@@H]1C[C@@H]2c3cc(NC(=O)Nc4ccccc4)ccc3O[C@@H]2[C@@H](CO)O1	-7
Cc1ccc(S(=O)(=O)Nc2cccc3c2O[C@H](CN(C)C(=O)Nc2c(C)noc2C)[C@@H](C)CN([C@H](C)CO)C3=O)cc1	1
Cc1ccc(S(=O)(=O)N(C)C[C@@H]2Oc3ccc(NC(=O)Cn4cnnn4)cc3C(=O)N([C@@H](C)CO)C[C@H]2C)cc1	5

Six successive entries from above:
SMILES	NSD2 block
CC(C)NC(=O)N(C)C[C@@H]1Oc2ccc(NS(=O)(=O)c3ccc(F)cc3)cc2C(=O)N([C@@H](C)CO)C[C@H]1C	0
C[C@H]1CN([C@@H](C)CO)C(=O)c2cc(NC(=O)NC3CCCCC3)ccc2O[C@@H]1CN(C)S(=O)(=O)c1cn(C)cn1	3
C[C@H]1CN([C@@H](C)CO)C(=O)c2cc(NC(=O)Cc3cn(C)c4ccccc34)ccc2O[C@H]1CN(C)C(=O)Nc1ccc(C(F)(F)F)cc1	-7
CCCNC(=O)C[C@@H]1C[C@@H]2c3cc(NC(=O)Nc4ccccc4)ccc3O[C@@H]2[C@@H](CO)O1	-7
Cc1ccc(S(=O)(=O)Nc2cccc3c2O[C@H](CN(C)C(=O)Nc2c(C)noc2C)[C@@H](C)CN([C@H](C)CO)C3=O)cc1	1
Cc1ccc(S(=O)(=O)N(C)C[C@@H]2Oc3ccc(NC(=O)Cn4cnnn4)cc3C(=O)N([C@@H](C)CO)C[C@H]2C)cc1	5

Next entries.
SMILES	NSD2 block
Cc1ccc(S(=O)(=O)Nc2ccc3c(c2)CC(=O)N([C@@H](C)CO)C[C@H](C)[C@H](CN(C)S(=O)(=O)c2ccc(F)cc2)O3)cc1	1
C[C@@H]1CN([C@@H](C)CO)C(=O)c2cc(/C=C/c3ccccc3)cnc2O[C@@H]1CN(C)S(=O)(=O)c1ccccc1	1
C[C@H]1CN([C@@H](C)CO)C(=O)Cc2cc(NC(=O)Cc3cn(C)c4ccccc34)ccc2O[C@H]1CN(C)C(=O)NC1CCCCC1	-4
C[C@H](CO)N1C[C@H](C)[C@H](CN(C)C(=O)Nc2ccc(N3CCN(C)CC3)cc2)OCc2cnnn2CCCC1=O	1
COc1ccc(S(=O)(=O)Nc2ccc3c(c2)C(=O)N([C@@H](C)CO)C[C@@H](C)[C@@H](CN(C)C(=O)Nc2cccc4ccccc24)OCCCC[C@H](C)O3)cc1	1
COc1ccc(S(=O)(=O)Nc2ccc3c(c2)[C@@H]2C[C@@H](CC(=O)N(C)C)O[C@@H](CO)[C@@H]2O3)cc1	-9
COc1ccc(CN2C(C)C3C(C)=CC2C2C(=O)N(C)C(=O)C32)cc1 (stereo not given)	1
CCCN(C)C[C@@H]1Oc2ncc(/C=C/c3ccccc3)cc2C(=O)N([C@H](C)CO)C[C@@H]1C	1
CC(=O)N(C)C[C@@H]1Oc2ncc(C#CCc3ccccc3)cc2C(=O)N([C@@H](C)CO)C[C@H]1C	-6
C[C@@H]1CN([C@@H](C)CO)C(=O)c2cccc(NC(=O)C3CC3)c2O[C@H]1CN(C)C(=O)Nc1ccc(F)cc1	5
COc1ccccc1C#Cc1cnc2c(c1)C(=O)N([C@H](C)CO)C[C@@H](C)[C@H](CN(C)C(=O)c1ccc3c(c1)OCO3)O2	-7
COc1cccc(S(=O)(=O)N[C@H]2CC[C@@H](CC(=O)NC3CCC3)O[C@@H]2CO)c1	-7
[N-]=[N+]=NCc1ccccc1C[C@]1(C(=O)N2CCCCC2)N=C(c2ccc(OCCCO)cc2)O[C@H]1c1ccccc1	-4
C[C@H](CO)N1C[C@H](C)[C@@H](CN(C)S(=O)(=O)c2cccs2)Oc2ccc(NC(=O)Nc3ccc(C(F)(F)F)cc3)cc2C1=O	-11
Cc1ccc(S(=O)(=O)N(C)C[C@H]2Oc3c(cccc3N(C)C)C(=O)N([C@H](C)CO)C[C@@H]2C)cc1	3
C[C@@H]1CN([C@H](C)CO)C(=O)c2cc(NS(=O)(=O)c3ccccc3)ccc2O[C@H]1CN(C)S(=O)(=O)c1ccc(Cl)cc1	-2
C[C@@H]1CCCCO[C@H](CN(C)C(=O)c2ccccc2)[C@@H](C)CN([C@H](C)CO)C(=O)c2cc(NC(=O)Nc3ccc(F)cc3)ccc2O1	-2
C[C@@H]1CN([C@H](C)CO)C(=O)c2cccc(NC(=O)Nc3ccc4c(c3)OCO4)c2O[C@H]1CN(C)Cc1ccc(Oc2ccccc2)cc1	4
CC(C)=CCC[C@](C)(O[C@@H]1O[C@H](CO[C@@H]2O[C@@H](CO)[C@H](O)[C@H]2O)[C@@H](O)[C@H](O)[C@H]1O)[C@H]1CC[C@]2(C)C1[C@H](O)CC1[C@@]3(C)CC[C@H](O[C@@H]4O[C@H](CO)[C@@H](O)[C@H](O)[C@H]4O[C@@H]4O[C@H](CO)[C@@H](O)[C@H](O)[C@H]4O)C(C)(C)C3CC[C@]12C (stereo not given in full)	-2
C[C@@H](NC(=O)C[C@@H]1C=C[C@@H](NC(=O)Cc2ccccn2)[C@H](CO)O1)c1ccccc1	3
C[C@@H]1CN([C@@H](C)CO)S(=O)(=O)c2ccc(C#Cc3ccncc3)cc2O[C@H]1CN(C)C(=O)Nc1ccc2c(c1)OCO2	1
CCCNC(=O)N(C)C[C@@H]1Oc2ncc(C#Cc3ccccc3F)cc2C(=O)N([C@@H](C)CO)C[C@H]1C	9
C[C@H]1CN([C@@H](C)CO)C(=O)c2cc(NC(=O)Cc3ccccc3)ccc2O[C@H]1CN(C)S(=O)(=O)c1ccc(Cl)cc1	-3
C[C@@H]1CN([C@@H](C)CO)C(=O)c2cccc(NS(=O)(=O)c3ccc(Cl)cc3)c2O[C@@H]1CN(C)Cc1ccc(Oc2ccccc2)cc1	-6
CNC[C@@H]1Oc2ccc(NC(=O)Nc3cccc4ccccc34)cc2CC(=O)N([C@H](C)CO)C[C@H]1C	-4
NC(=O)N/N=C/c1ccc(Oc2ccc(F)cc2)cc1	-2
Cc1noc(C)c1S(=O)(=O)Nc1ccc2c(c1)C(=O)N([C@H](C)CO)C[C@H](C)[C@@H](CN(C)Cc1ccc(-c3ccccc3)cc1)O2	0
C[C@H](CO)N1C[C@H](C)[C@@H](CN(C)C(=O)C2CCOCC2)Oc2ncc(-c3ccccc3F)cc2C1=O	1
COc1cccc(-c2cnc3c(c2)C(=O)N([C@H](C)CO)C[C@H](C)[C@H](CN(C)Cc2ccc(F)cc2)O3)c1	7&-8
C[C@H]1CN([C@@H](C)CO)C(=O)c2cc(C#Cc3cccc(F)c3)cnc2O[C@H]1CN(C)C(=O)C1CCCCC1	0

Fetched by compound from the list above, 3 records:
SMILES	NSD2 block
CNC[C@@H]1Oc2ccc(NC(=O)Nc3cccc4ccccc34)cc2CC(=O)N([C@H](C)CO)C[C@H]1C	-4
C[C@H]1CN([C@@H](C)CO)C(=O)c2cc(NC(=O)Cc3ccccc3)ccc2O[C@H]1CN(C)S(=O)(=O)c1ccc(Cl)cc1	-3
Cc1noc(C)c1S(=O)(=O)Nc1ccc2c(c1)C(=O)N([C@H](C)CO)C[C@H](C)[C@@H](CN(C)Cc1ccc(-c3ccccc3)cc1)O2	0

Carrying on.
SMILES	NSD2 block
C[C@@H]1CN([C@H](C)CO)C(=O)c2cccc(NC(=O)C3CC3)c2O[C@H]1CN(C)Cc1ccc(C(=O)O)cc1	4
C[C@H](CO)N1C[C@H](C)[C@@H](CN(C)Cc2ccc3c(c2)OCO3)Oc2c(NC(=O)c3ccncc3)cccc2C1=O	?
Cc1cc(I)ccc1Nc1c(C(=O)NOCC2CC2)cc(F)c(F)c1F	-19
CCCC#Cc1cnc2c(c1)C(=O)N([C@H](C)CO)C[C@H](C)[C@H](CN(C)C(=O)NCCC)O2	-4
C[C@@H]1CCCCO[C@H](CN(C)C)[C@H](C)CN([C@@H](C)CO)C(=O)c2cc(NC(=O)Nc3ccc(C(F)(F)F)cc3)ccc2O1	12
C[C@H](CO)N1C[C@H](C)[C@@H](CN(C)S(=O)(=O)c2ccc(F)cc2)OCCCC[C@H](C)Oc2ccc(NC(=O)C3CCCCC3)cc2C1=O	-1
C[C@H](CO)N1C[C@H](C)[C@H](CN(C)C(=O)Nc2ccc(C(F)(F)F)cc2)Oc2ccc(NS(=O)(=O)c3ccccc3)cc2C1=O	9
COc1cccc(S(=O)(=O)N(C)C[C@@H]2Oc3ncc(-c4cccc(C(=O)N(C)C)c4)cc3C(=O)N([C@@H](C)CO)C[C@H]2C)c1	2
C[C@H]1CN([C@@H](C)CO)C(=O)CCCn2cc(nn2)CO[C@@H]1CN(C)C(=O)CCCN(C)C	5
CCOc1cccc(/C=N/NC(=O)c2cccc(C(=O)NO)c2)c1OCC	1
Cc1ccc(S(=O)(=O)N(C)C[C@H]2Oc3ccc(NC(=O)Cn4cnnn4)cc3CC(=O)N([C@H](C)CO)C[C@@H]2C)cc1	2
CC1(C)COC(CCC/C=N/NC(=O)c2cccc(C(=O)NO)c2)OC1	2
C[C@H](CO)N1C[C@H](C)[C@H](CN(C)S(=O)(=O)c2ccccc2F)OCc2cnnn2CCCC1=O	5
Cc1ccc(S(=O)(=O)Nc2ccc3c(c2)C(=O)N([C@H](C)CO)C[C@H](C)[C@@H](CN(C)Cc2ccc(C(F)(F)F)cc2)O3)cc1	4
C[C@H](CO)N1C[C@H](C)[C@@H](CN(C)S(=O)(=O)c2ccccc2)OCc2ccccc2-c2ccccc2C1=O	0
COc1ccc(/C=N/NC(=O)c2ccccc2O)cc1	8
COc1ccccc1-c1ccc2c(c1)O[C@@H](CN(C)C(=O)c1ccccc1)[C@@H](C)CN([C@H](C)CO)S2(=O)=O	5
C[C@@H]1CN([C@@H](C)CO)C(=O)c2cccc(NS(=O)(=O)c3cn(C)cn3)c2O[C@@H]1CN(C)Cc1ccc(-c2ccccc2)cc1	6
C[C@H]1CN([C@@H](C)CO)C(=O)CCCn2nncc2CO[C@@H]1CN(C)C	-3
COc1ccc(CNC(=O)C[C@@H]2C[C@@H]3c4cc(NC(=O)C5CCC5)ccc4O[C@@H]3[C@@H](CO)O2)cc1	-2
C=CC1CN(C=O)CCC1CCC(=O)c1ccnc2ccccc12 (stereo not given)	-2
COc1ccc(NC(=O)Nc2ccc3c(c2)C(=O)N([C@@H](C)CO)C[C@@H](C)[C@H](CN(C)C(=O)C2CCCCC2)OCCCC[C@H](C)O3)cc1	-4
CC(C)CC#Cc1ccc2c(c1)O[C@@H](CN(C)C(=O)c1ccccn1)[C@H](C)CN([C@H](C)CO)S2(=O)=O	-7
CCCN(C)C[C@@H]1Oc2cc(C#CC3CCCCC3)ccc2S(=O)(=O)N([C@H](C)CO)C[C@H]1C	-11
COc1ccccc1C#Cc1ccc2c(c1)O[C@@H](CN(C)Cc1ccncc1)[C@H](C)CN([C@H](C)CO)S2(=O)=O	7
C[C@@H]1CN([C@@H](C)CO)C(=O)c2cc(Br)cnc2O[C@H]1CN(C)C(=O)Nc1ccc(F)cc1	-3
C[C@H]1CN([C@@H](C)CO)C(=O)Cc2cc(NS(=O)(=O)c3cn(C)cn3)ccc2O[C@H]1CN(C)Cc1ccc(C(F)(F)F)cc1	2
CCO[C@@H]1OC(C(=O)NC2CC2)=C[C@H](c2ccccc2)[C@H]1CCCO	1
C[C@@H]1CN([C@H](C)CO)C(=O)c2cc(C#CC3(O)CCCC3)cnc2O[C@H]1CN(C)S(=O)(=O)c1ccc(F)cc1	-6
CCCNC(=O)N[C@H]1C=C[C@@H](CC(=O)N2CCN(C)CC2)O[C@H]1CO	-2

Screening results deposited in PubChem BioAssay by Broad Institute.
